Pf growth 96h: P. falciparum growth inhibition at 96 hours; P. falciparum luciferase reporter growth, 96 h; Potency, µM (series often up to 28.7 µM), inactives show at the highest dose activity change, negative = inhibition, hits mostly inhibitors; hit rate 6.9% among 320,000; AID 504834; note: potency is the fitted concentration of half-maximal effect; % is set by controls: 0 for no effect and ±100 for the full control effect
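Two parasite generations (96 h, 37 C, 5% CO2) of compound exposure in infected erythrocytes (0.05% parasitemia, 2% hematocrit). Luciferase-reporter P. falciparum; decreased luminescence indicates inhibited growth, aimed at apicoplast-acting delayed death.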
Shiga toxin inh: Shiga toxin inhibition; Vero cells, Shiga toxin protein synthesis inhibition reporter; inhibition, % at 38.7 µM; hit rate 9.2% among 290,000; AID 2315; in the data active = inhibition mostly above about 28%, no sharp cut-off; inactive = mostly below about 43%; note: 0% is about no effect
TbPYK inhibitor: inhibitors of Trypanosoma brucei pyruvate kinase; Q57TT1; TbPYK enzyme, Kinase-Glo Plus ATP luminescence, 45 min; Potency, µM (doses to about 76.8 µM), for the others: top-dose activity, negative = inhibition, hits mostly inhibitors; hit rate 0.12% among 410,000; note: potency is the fitted concentration of half-maximal effect; % is set by controls: 0 for no effect and ±100 for the full control effect; nearly all actives have a fitted effect of over 50% in size
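TbPYK + substrate in 50 mM TEA pH 7.2, 100 mM KCl, 10 mM MgCl2, 0.05% BSA, 0.01% Tween-20; cpd pinned; ADP 130 uM final; 45 min RT; Kinase-Glo Plus 10 min; luminescence endpoint.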
Pf growth 48h: P. falciparum growth inhibition at 48 hours (one generation) | P. falciparum luciferase growth in erythrocytes, 48 h | Potency, µM (highest dose often 28.7 µM), inactives show at the top dose activity change, negative = inhibition, most hits filed as inhibitors | hit rate 5.9% among 310,000 | AID 504832; note: potency is the fitted concentration of half-maximal effect; % is set by controls: 0 for no effect and ±100 for the full control effect
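Luminescence readout; reporter = integrated firefly luciferase in P. falciparum. RBC culture at 2% hematocrit, 0.1% parasitemia final, 37 C/5% CO2; decreased signal taken as growth inhibition.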
AMA1 RON2 block: disrupts binding of P. falciparum AMA1 to RON2; AlphaScreen AMA1-biotinylated RON2 peptide binding; Potency, µM (highest dose often 58.2 µM), without a hit: top-dose activity change, negative = inhibition, actives largely listed as inhibitors; hit rate 0.2% among 360,000;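 note: potency is the fitted concentration of half-maximal effect; 0% = vehicle wells and -100% = peptide control; nearly all actives have a fitted effect of over 45% in size; some results filed as inactive show a strong effect at the top dose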
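AMA1 (3D7) with his tag at 25 nM final met compounds first, then biotinylated RON2 peptide at 25 nM; detection used donor plus acceptor beads, 10 µg/mL apiece, read by AlphaScreen after 30 min at room temperature.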
LmPK inh: LmPK (Leishmania mexicana) enzyme inhibition; Q27686; purified LmPK, Kinase-Glo ATP luminescence, 1 h; Potency, µM (top dose mostly 57.5 µM), inactives show at the top dose activity change, negative = inhibition, most hits filed as inhibitors; hit rate 0.37% among 290,000; note: potency is the fitted concentration of half-maximal effect; % is set by controls: 0 for no effect and ±100 for the full control effect
Target sequence (Q27686 whole entry, looked up): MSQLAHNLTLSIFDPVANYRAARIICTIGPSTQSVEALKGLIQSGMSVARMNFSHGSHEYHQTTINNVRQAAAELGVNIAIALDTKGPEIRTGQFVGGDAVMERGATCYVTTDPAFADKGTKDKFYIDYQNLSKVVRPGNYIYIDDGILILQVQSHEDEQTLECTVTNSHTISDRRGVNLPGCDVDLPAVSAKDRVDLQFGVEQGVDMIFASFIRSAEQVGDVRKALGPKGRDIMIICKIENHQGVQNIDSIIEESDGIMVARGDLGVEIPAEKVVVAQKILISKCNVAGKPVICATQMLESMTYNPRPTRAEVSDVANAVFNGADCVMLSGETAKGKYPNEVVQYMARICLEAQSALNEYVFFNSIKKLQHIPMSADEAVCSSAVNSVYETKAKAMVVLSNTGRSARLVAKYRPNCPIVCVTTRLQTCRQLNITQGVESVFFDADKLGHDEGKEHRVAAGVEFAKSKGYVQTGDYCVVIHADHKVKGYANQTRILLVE
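Purified LmPK (0.1 nM) with 0.5 mM PEP and 0.1 mM ADP in imidazole buffer pH 7.2 with MgCl2/KCl, 1 h at room temperature. ATP formed was read by luciferase luminescence and normalized to no-enzyme and uninhibited controls.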
Cycloheximide cs: counter-screen for Shiga toxin inhibitors: cycloheximide protein synthesis inhibition. cell reporter, cycloheximide protein synthesis inhibition counterscreen. max response, %. hit rate 12% among 300,000. AID 2314; in the data active = max response mostly above about 13%, no sharp cut-off; inactive = mostly below about 14%; note: read at 38.3 µM for the half of the compounds with a filed dose; 0% is about no effect
Numbers without * were called inactive; i = inactive; ? = inconclusive; · = not tested or not shown; [ ] = remark or other dose. Unless noted, calls come from the whole dose curve; as a rule, active = well fitted curve in the direction sought with a large enough effect; inconclusive = small, poorly fitted or top-dose-only effect, or another doubt; inactive = no such curve, though single readings can be large; an effect the other way counts as inactive or inconclusive.

Sequence of screens: Shiga toxin inh	TbPYK inhibitor	Cycloheximide cs	Pf growth 96h	AMA1 RON2 block	Pf growth 48h	LmPK inh
O=C(CCCc1ccccc1)c1ccc2c(c1)OCCO2
    -17	-3%	-9	12%	86%[activator]	-6%	?
O=C(Cc1ccc(Cl)cc1)Nc1ccccn1
    24	1%	36*	-1%	-9%	39%[activator]	-2%
COc1cccc(C2c3[nH]c4ccccc4c3CCN2Cc2cccn2-c2ncccn2)c1 (centres undefined)
    21	-2%	-3	5.2µM*	-26%	?	9%
CC1(C)CN(c2cccc(C#N)c2)C1=O
    -5	2%	-3	-2%	10%	24%	6%
CC1C(c2ccccc2)N(C)C(c2ccccc2)CC1(O)c1ccc(F)cc1 (centres undefined)
    18	-1%	-4	20%	-13%	?	14%[11.5 µM]
CCOc1ccc(NCc2cccn2-c2nnc(N3CCC(C(=O)NCCCN4CC(C)CC(C)C4)CC3)s2)cc1 (centres undefined)
    32	-4%	2	2%	-19%	?	1%
CS/C(N)=N/N=C/c1cc(C)ccc1O
    61*	4%	38*	i	124%[activator]	333%[activator]	-13%
COc1ccc(CC(=O)N2CCN=C2SC)cc1OC
    -6	2%	-2	-32%	-9%	?	0%
CN1CCN(CCNC(=O)c2cc3c(=O)n(C)c4ccccc4c3n2C)CC1
    -3	-5%	-3	-40%	6%	·	-1%
Fc1nc(N2CCCC2)c(F)c(Oc2ccccc2Oc2c(F)c(F)nc(N3CCCC3)c2F)c1F
    -6	2%	1	?	-8%	?	1%
Cn1c(SCC(=O)c2ccc(F)cc2)nnc1-c1cnccn1
    44	-1%	32	?	2%	24%	-2%
COc1ccc(-c2noc(CCCC(=O)Nc3ccc(C(N)=O)cc3)n2)cc1
    -5	-2%	-2	?	2%	-2%	2%
Cc1cccc(C)c1NC(=O)Cn1cnc2c(=O)n(C)c(=O)n(C)c21
    -10	1%	-5	26%	-5%	6%	1%
COCc1ccc(C(=O)N2CCCCC2C(=O)Nc2ccc(-n3nc(C)cc3C)cc2)o1 (centres undefined)
    -2	-18%	1	12µM*	11%	-11%	-2%
C/C(=N\NC(=O)c1ccncc1)c1ccc(N2CCOCC2)cc1
    ·	1%	·	-13%	22%	-3%	·

(continued)
Sequence of screens: Shiga toxin inh	TbPYK inhibitor	Cycloheximide cs	Pf growth 96h	AMA1 RON2 block	Pf growth 48h	LmPK inh
O=C(NCCOc1ccc(Cl)cc1)C(=O)NCC1CCCO1 (centres undefined)
    -11	-1%	1	-10%	5%	8%	-8%
CC1CN(C(=O)c2ccccc2Nc2ccc(SC(F)F)cc2)CC(C)O1 (centres undefined)
    -6	7%	-3	?	7%	?	1%
COC(=O)C1CCN(CC(=O)Nc2sc3c(c2C#N)CCC3)CC1
    20	-2%	13	135%[activator]	-3%	40%[activator]	-2%
O=C(O)c1ccc(Cl)c(S(=O)(=O)N2CCCCCC2)c1
    -4	1%	13	-4%	3%	0%	-6%
CCN(CCn1cccn1)C(=O)c1cc(COc2cccc3cccnc23)on1
    15	0%	0	?	-1%	0%	-3%
O=C(Cn1cnc2c(nnn2Cc2ccc(F)cc2)c1=O)N1CCCc2ccccc21
    -1	-5%	-2	12%	5%	-21%	6%
C=CCN1C(=O)[C@@H]2Cc3c([nH]c4ccccc34)C(c3cc(OC)c(OC)c(OC)c3)N2C1=S (some centres undefined)
    -8	4%	0	?	-3%	8.3µM*	-1%
CC(C)=C(NC(=O)c1ccccc1)C(=O)Nc1ccc(C(=O)O)cc1
    -1	5%	-2	14%	-10%	11%	-8%
Nc1nnc(SCC(=O)Nc2ccc(S(=O)(=O)N3CCOCC3)cc2)s1
    -3	0%	-1	·	17%	6%	2%
CC(=O)N1N=C(c2ccc3nccnc3c2)CC1c1ccccc1 (centres undefined)
    -12	0%	-1	-8%	1%	-11%	3%
O=C(Nc1ccc(Cc2ccncc2)cc1)c1cc([N+](=O)[O-])ccc1N1CCOCC1
    -19	2%	-1	25%	-5%	?	1%
COc1ccc(CNC(=O)CC2Sc3ccccc3NC2=O)cc1 (centres undefined)
    7	-4%	-2	26%	4%	-2%	-2%
Cc1ccc(-c2nc3c(c(=O)[nH]c(=O)n3Cc3ccccc3)n2Cc2ccccc2)o1
    19	-6%	-1	?	6%	5.9µM*	-1%
Cc1ccc2nc3c(cc(C#N)c(=N)n3CC3CCCO3)c(=O)n2c1 (centres undefined)
    5	·	4	?	·	36%[activator]	0%
C=CCn1cc(/C=N/Nc2nc3ccccc3[nH]2)c2ccccc21
    74*	-22%	40*	83%[activator]	-27%	?	0%

More structures follow.
Sequence of screens: Shiga toxin inh	TbPYK inhibitor	Cycloheximide cs	Pf growth 96h	AMA1 RON2 block	Pf growth 48h	LmPK inh
Cc1nsc(Nc2ccccc2)c1C#N
    -24	4%	2	?	5%	9%	5%
Cc1c(CCOC(=O)c2ccccc2)sc[n+]1CC(=O)c1ccc(Br)cc1
    -3	2%	2	-16%	4%	?	-3%
Cc1ccc2c(cnn2C(=O)CCCC(=O)NC(C)c2ccccc2)c1 (centres undefined)
    10	-8%	10	?	0%	46%[activator]	2%
COc1ccc(NC(=O)c2ccc(OCC3CCCO3)cc2)cc1Cl (centres undefined)
    ·	-8%	·	84%[activator]	9%	29%	·
O=C(Nc1nc2ccc(F)cc2s1)C1CCN(S(=O)(=O)c2cc([N+](=O)[O-])ccc2Cl)CC1
    52*	3%	34*	?	-11%	?	0%
COc1ccc(-n2nc(C(=O)NCc3ccco3)c3c4ccccc4n(C)c3c2=O)cc1
    -2	0%	2	31%[activator]	1%	29%	0%
N#C/C(=C\c1ccc(-c2ccc(Br)cc2)o1)C(=O)NCCc1c[nH]c2ccccc12
    -6	3%	0	-6%	-11%	-6%	-3%
Cc1cc(C)n(CC(=O)Nc2ccccc2)n1
    -15	-2%	-3	16%	-8%	6%	5%
COc1ccc(/C=N/NC(=O)c2cc(-c3ccccc3OC(C)C)nc3ccccc23)cc1CN1CCOCC1
    12	-9%	-2	2%	-10%	3%	2%
CN(C)C(=S)SC(=S)N(C)C
    23	?	24	3.4µM*	·	5.4µM*	·
CS(=O)(=O)c1ccc(Cl)c(NC(=O)COC(=O)c2cccc(S(=O)(=O)N3CCCCC3)c2)c1
    -3	-6%	0	4%	-1%	4%	-7%
O=C(Cc1ccccc1)N/N=C/c1cc2c(cc1Cl)OCO2
    85*	15%	35*	81%[activator]	-4%	52%[activator]	1%
CC(C)(C)c1ccc(NC(=O)C2=CC=CN3CCS(=O)(=O)N=C23)cc1
    ·	5%	·	378%[activator]	-7%	288%[activator]	·
CCOc1ccc(C(=O)OCC(=O)N2CC(C)OC(C)C2)cc1OCC (centres undefined)
    12	-1%	8	17%	10%	-8%	5%
CC(/C=C/c1ccco1)=N\NC(=O)CNc1cccc(C)c1
    29	-2%	-2	7%	14%	?	3%

New compounds follow
Sequence of screens: Shiga toxin inh	TbPYK inhibitor	Cycloheximide cs	Pf growth 96h	AMA1 RON2 block	Pf growth 48h	LmPK inh
CN1CCc2c(sc3c2c(=O)n(-c2ccccc2)c2n[nH]c(=S)n32)C1
    -13	?	0	2%	-27%	8%	1%
CC(=O)Nc1c(O)nc(SCc2ccc(Cl)cc2)[nH]c1=O
    -11	-8%	-1	9%	1%	-7%	-3%
CCCN(C(=O)c1ccccc1N)c1c(C)n(C)n(-c2ccccc2)c1=O
    -14	-27%	7	-23%	-13%	?	-5%
Cc1ccc(-c2noc(CN(C(=O)c3cccc(Br)c3)C(C)C)n2)cc1
    -47	1%	-6	?	10%	·	11%
CCCn1c(=N)n(CC(O)COc2cccc(C)c2)c2ccccc21 (centres undefined)
    -11	8%	-3	129%	-9%	10µM*	2%
CCOC(=O)C(C)Oc1c(Br)cc(C2NC(=O)NC(C)=C2C(C)=O)cc1OCC (centres undefined)
    -6	0%	6	?	2%	·	15%
CC(C(=O)N=c1sc2ccccc2n1C)N1C(=O)C2CC=CCC2C1=O (centres undefined)
    52	0%	16	·	0%	?	11%
COc1ccc(CNC(=O)C(C)OC(=O)c2cccn2C)cc1 (centres undefined)
    17	3%	-2	4%	-18%	?	1%
CCN1CCN(CCNC(=O)CSCc2nc(-c3ccc(OC)c(OC)c3)oc2C)CC1
    -7	-4%	11	?	6%	·	0%
Cc1ccc(/C=N/N=C2/NC(=O)CS2)o1
    12	-2%	8	29%	89%[activator]	21%	-5%
O=C1CCC([N+](=O)[O-])C(c2cc3c(cc2Br)OCO3)N1 (centres undefined)
    14	-7%	-4	100%[activator]	-8%	-16%	-4%
CC1CCCC(C)N1CCCNC(=O)Cn1c(=O)c2cccn2c2cccnc21 (centres undefined)
    -3	-4%	-6	-29%	1%	18%	0%
Cc1ccccc1-c1cc(-c2ccccc2O)on1
    76*	2%	52*	-52%	53%[activator]	193%[activator]	-23%
O=C(NCCN1C(=O)S/C(=C\c2ccc(Cl)cc2)C1=O)c1ccc(F)c(S(=O)(=O)N2CCOCC2)c1
    33*	2%	-1	?	-2%	60%[activator]	-2%
CC(C)N1CCN(Cc2ccc3nsnc3c2)CC1CCO (centres undefined)
    -9	-5%	-2	?	9%	-16%	-2%
O=C(CN1CCC(NC(=O)C2CC2)CC1)Nc1ccccc1[N+](=O)[O-]
    -4	4%	7	0.74µM*	15%	-7%	0%
COc1ccc(NC(=O)CSc2nc3c(c(=O)n2-c2ccc(C)cc2)SCC3)c(OC)c1
    10	-8%	2	?	4%	?	5%

Compound profiles, as listed above. Order of screens: Shiga toxin inh, TbPYK inhibitor, Cycloheximide cs, Pf growth 96h, AMA1 RON2 block, Pf growth 48h, LmPK inh
Shown for O=C(NCCN1C(=O)S/C(=C\c2ccc(Cl)cc2)C1=O)c1ccc(F)c(S(=O)(=O)N2CCOCC2)c1 → 33*, 2%, -1, ?, -2%, 60%[activator], -2%
Shown for COc1ccc(CNC(=O)C(C)OC(=O)c2cccn2C)cc1 (centres undefined) → 17, 3%, -2, 4%, -18%, ?, 1%

A draw from above in order of heavy-atom count, highest first:
Sequence of screens: Shiga toxin inh	TbPYK inhibitor	Cycloheximide cs	Pf growth 96h	AMA1 RON2 block	Pf growth 48h	LmPK inh
O=C(NCCN1C(=O)S/C(=C\c2ccc(Cl)cc2)C1=O)c1ccc(F)c(S(=O)(=O)N2CCOCC2)c1
    33*	2%	-1	?	-2%	60%[activator]	-2%
CCOC(=O)C(C)Oc1c(Br)cc(C2NC(=O)NC(C)=C2C(C)=O)cc1OCC (centres undefined)
    -6	0%	6	?	2%	·	15%
CC(C)N1CCN(Cc2ccc3nsnc3c2)CC1CCO (centres undefined)
    -9	-5%	-2	?	9%	-16%	-2%
